Assay outcomes (PubChem BioAssay)
FEN1 inh – qHTS Assay for the Inhibitors of Human Flap endonuclease 1 (FEN1); P39748; Recombinant FEN1 flap cleavage, fluorescence, 15 min; Potency, µM (top dose mostly 114 µM), for the others: top-dose activity change, negative = inhibition, actives largely listed as inhibitors; 390,000 compounds, 0.35% hits; note: nearly all actives have a fitted effect of over 65% in size
Target sequence (P39748 whole entry, looked up): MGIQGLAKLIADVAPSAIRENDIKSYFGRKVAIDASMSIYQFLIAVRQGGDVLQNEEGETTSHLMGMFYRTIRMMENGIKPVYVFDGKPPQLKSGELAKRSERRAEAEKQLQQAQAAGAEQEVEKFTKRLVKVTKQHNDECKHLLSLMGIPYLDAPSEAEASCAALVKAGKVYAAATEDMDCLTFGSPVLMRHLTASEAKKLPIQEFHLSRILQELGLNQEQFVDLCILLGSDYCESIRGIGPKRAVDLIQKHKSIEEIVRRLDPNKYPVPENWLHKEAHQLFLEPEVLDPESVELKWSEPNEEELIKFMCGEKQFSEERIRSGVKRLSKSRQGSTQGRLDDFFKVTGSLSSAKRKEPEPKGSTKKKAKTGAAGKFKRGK
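Enzyme 10 nM, 15 min RT preincubation with compound; start with substrate 50 nM final; reads at 0 and 15 min; qHTS titration, four-parameter Hill fit.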
TDP1 cell CPT – qHTS for Inhibitors of human tyrosyl-DNA phosphodiesterase 1 (TDP1): qHTS in cells in presence of CPT. Potency, µM (top dose mostly 46.2 µM), inactives show at the highest dose activity change, negative = growth inhibition, usual class: inhibitors. chicken DT40 Tdp1-/-;hTDP1 cells + 20 nM CPT, ATP luminescence, 48 h. 420,000 compounds, 12% hits; note: nearly all actives have a fitted effect of over 55% in size
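Cell growth measured by CellTiter-Glo luminescence after a minimum 48 h, 37 C compound exposure with 20 nM CPT in Tdp1-knockout DT40 cells stably expressing hTDP1, seeded 400/well; qHTS titration format.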
N370S GC mod – qHTS Assay for Inhibitors and Activators of N370S glucocerebrosidase as a Potential Chaperone Treatment of Gaucher Disease; Lysosomal acid glucosylceramidase (Homo sapiens), P04062; N370S GC spleen homogenate, 4MU-glucoside fluorescence; Potency, µM (series often up to 59.4 µM), inactives show at the highest dose activity change, negative = inhibition, actives largely listed as inhibitors; 330,000 compounds, 0.092% hits;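 note: 0% = full enzyme activity and -100% = no enzyme basal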
* = called active by the depositor; u = inconclusive; x = no result given; & = joins results of further samples; ! = a repeat was not active. Calls come from the whole dose curve; as a rule, active = well fitted curve in the direction sought with a large enough effect; inconclusive = small, poorly fitted or top-dose-only effect, or another doubt; inactive = no such curve, though single readings can be large; an effect the other way counts as inactive or inconclusive. Unless noted, % is set by controls: 0 for no effect and ±100 for the full control effect; potency is the fitted concentration of half-maximal effect.

The line under a structure holds: FEN1 inh, TDP1 cell CPT, N370S GC mod
COc1ccc(OC)c(/C=N/NC(=O)CCc2ccc(O)c(O)c2)c1
→ -2%, 21µM*, 3%
CC12CC3CC1C(C(=O)O2)C3C(=O)O (stereo unspecified)
→ 0%, -2%, x
CCc1cccc(NC(=O)Cn2ncc3c([nH]c4ccc(C)cc43)c2=O)c1
→ 2%, -1%, x
OCC(O)C[n+]1cccc(Br)c1 (stereo unspecified)
→ -12%, 8%, x
CC(C)(C)C(=O)CSc1ncnc2sc3c(c12)CCC3
→ -16%, u, u
COC(=O)c1ccc2c(c1)c(-c1ccccc1)c(-c1ccccc1)n2C
→ 9%, -28%, x
O=S(=O)(c1ccc2ccccc2c1)N1CCN(c2ccc(O)cc2)CC1
→ -24%, 6.5µM*, x
C=CCn1c(SCC(=O)NC2CCS(=O)(=O)C2)nnc1-c1cc2c(s1)CCC(CC)C2 (stereo unspecified)
→ -2%, -12%, -15%
CCc1cccc2c(C(=O)CSc3nncn3-c3ccc(OC)cc3)c[nH]c12
→ 2%, -18%, -3%
NS(=O)(=O)c1ccc(NC(=O)C2CCCN(S(=O)(=O)c3ccc(F)cc3)C2)cc1 (stereo unspecified)
→ 5%, -11%, -6%
Fc1ccc(OCCOCCOc2cccc3[nH]ccc23)cc1
→ -15%, 17%, 5%
C1COCCNCCOCCOCCN1
→ -1%, -19%, 4%
CSc1ccc2c(c1)C(N1CCN(C)CC1)Cc1ccc(F)cc1S2 (stereo unspecified)
→ -21%, u, x
COc1ccc(C2Oc3nc(SC)nnc3-c3ccccc3N2C(C)=O)cc1 (stereo unspecified)
→ -12%, -9%, x
Cc1c(Cl)cccc1NC(=O)CN1C(=O)COc2ccc(S(=O)(=O)N3CCCCCC3)cc21
→ 2%, 16µM*, x
COc1c(-c2ccc(O)c(O)c2)oc2cc(O)cc(O)c2c1=O
→ 25µM*, 10µM*!, -10%&-11%
COC(=O)c1cc(NC(=O)c2cccs2)ccc1N1CCOCC1
→ 0%, u, -16%
CC(Sc1nc2ccccc2c(=O)n1C)C(=O)Nc1ccc2c(c1)OCCO2 (stereo unspecified)
→ 3%, 8.2µM*, x
Cc1[nH]c(=S)[nH]c(=O)c1Cc1ccc(OCC(C)C)cc1
→ 13%, 20%, -27%
CC(C)(C)c1ccc(C(=O)NCCCN2CCN(CCCNC(=O)c3ccc(C(C)(C)C)cc3)CC2)cc1
→ -23%, 9.2µM*, 5%
CS(=O)(=O)N1CCCC(C(=O)NCCCN2CCN(Cc3ccccc3)CC2)C1 (stereo unspecified)
→ -6%, -2%, 29%
O=C(O)c1ccc(N2CCCCCC2)c(N2C(=O)c3ccccc3C2=O)c1
→ -7%, 4%, 1%
Cc1cc(C)c(S(=O)(=O)Nc2ccc(OCC(=O)O)cc2)c(C)c1
→ 23%, 25%, -18%
O=C(COC(=O)c1ccccc1Br)NCCc1ccc(F)cc1
→ 6%, -16%, 10%
Cc1ccc2onc(CC(=O)N3CCN(c4ccccc4F)CC3)c2c1
→ -9%, u, x
COc1ccc(-n2c(SCC(=O)Nc3cccc4ccccc34)nc(O)cc2=O)cc1
→ 0%, 0%, -3%
Oc1c(Br)cc(/C=N/n2c(-c3ccccc3)n[nH]c2=S)cc1Br
→ 3%, -3%, 0%
CCCN1C(=O)NC2(O)C(=O)c3ccccc3C12O (stereo unspecified)
→ 0%, -1%, 0%
C=CCn1c(SCC(=O)N2CCOCC2)nc2c([nH]c3ccccc32)c1=O
→ -7%, u, -3%
CCOC(=O)CSC1=C(C#N)C(c2ccccc2OC)CC(=O)N1 (stereo unspecified)
→ -6%, 16µM*, 2%
CCc1ccc2nc(SCC(=O)Nc3ccccc3N3CCOCC3)c(C#N)cc2c1
→ 0%, 4.6µM*, 18%
Oc1ccc(C(c2nnnn2CCc2ccccc2)N2CCN(c3nc4ccccc4s3)CC2)cc1 (stereo unspecified)
→ 17%, 16µM*, 2%
COCCNc1nnc(SCC(=O)Nc2sc3c(c2C(=O)c2ccccc2)CCCC3)s1
→ 2%, 21µM*, 8%
COc1ccccc1N1CCN(S(=O)(=O)CCNC(=O)C2CCCC2)CC1
→ 3%, -28%, -7%
Cc1csc(NC(=O)CSc2nc(=O)cc(N)n2-c2ccc(F)cc2)n1
→ 16%, 2%, -1%
O=S(=O)(c1ccc(OCC2CO2)cc1)c1ccc(OCC2CO2)cc1 (stereo unspecified)
→ -12%, 1.8µM*, u
CC[C@@H]1C=C(C(=O)O)[C@H](c2ccc(OC)c(OC)c2)N1S(=O)(=O)c1ccc(C)cc1
→ -12%, -6%, x
O=C(NCc1cccc(F)c1F)C1CCC(=O)N(C2CC2)C1 (stereo unspecified)
→ 18%, 19%, -2%
CC(NS(=O)(=O)OCC(Cl)(Cl)Cl)c1ccc(Br)cc1 (stereo unspecified)
→ 1%, -13%, 6%
CC(=O)c1ccc(NC(=O)c2nc(-c3ccccc3)n(-c3ccccc3Cl)n2)cc1
→ 6%, 26µM*, x
Cc1ccc(NC(=O)CSc2nnc(COc3ccccc3C)o2)cc1
→ -3%, 0%, -19%
Cc1ccccc1OCc1ccc(-c2nc(C#N)c(N3CCC(C(N)=O)CC3)o2)o1
→ -20%, u, x
Cc1ccc(C(=O)c2cc([N+](=O)[O-])ccc2N2CCOCC2)c(C)c1
→ -16%, 0.82µM*, 7%
Cc1c(C(=O)Nc2ccc(Oc3ccccc3)cc2)sc2nc3n(c(=O)c12)CCC3
→ -18%, u, 21%
CC(C)NC(=O)c1ccccc1NC(=O)CN(c1ccc2c(c1)OCO2)S(C)(=O)=O
→ 9%, -28%, 6%
c1ccn2c(SCc3ccc4c(c3)OCCO4)nnc2c1
→ -19%, -6%, -2%
COc1ccc(NC(=O)c2sc3nc(C)c(C(=O)Nc4ccc(C)cc4C)c(-c4cccs4)c3c2N)cc1
→ 18%, -24%, x
CC1CCc2nc3ccccc3c(C(=O)OCC(=O)NC3CCS(=O)(=O)C3)c2C1 (stereo unspecified)
→ 3%, -2%, 0%
O=C(CC(=O)Nc1ccccc1F)Nc1ccccc1F
→ -4%, 0%, -6%
COc1ccc(CNC(=O)c2ccc3c(c2)N(C)CCS3)cc1
→ u, -11%, u
Cc1ccc(O)c(NC(=O)c2cc(-c3ccc(F)cc3)on2)c1
→ -3%&19%, -19%&-18%, 2%
O=C(COC(=O)C1CC2C=CC1C2)Nc1cccc(S(=O)(=O)N2CCCCC2)c1 (stereo unspecified)
→ -9%, -23%, 7%
NS(=O)(=O)c1ccc(NC(=O)CCCC(=O)O)cc1
→ 6%, -3%, -2%
Cc1ccc(-c2nn(-c3cc(Cl)ccc3[N+](=O)[O-])c(=O)c3ccccc23)cc1
→ 4%, -11%, 12%
CCOc1ccc(NS(=O)(=O)c2ccc(C(=O)NCc3ccccn3)cc2)cc1
→ 2%, -9%, -22%
C=CCNCCOCCOc1ccc(Cl)cc1C(C)(C)C
→ -2%, 18µM*, 15%
CC(C)(C)C(=O)Nc1ccc(S(=O)(=O)c2ccc(NC(=O)C(C)(C)C)cc2)cc1
→ 2%, -3%, -14%
CCN(CC)S(=O)(=O)c1ccc(S(=O)(=O)N2CCN(CCC#N)CC2)cc1
→ -15%, 4%, 4%
Cc1ccc(-c2nnc(Oc3cccc(C)c3)c3ccccc23)cc1
→ 8%, u, 9%
CC(Sc1nc(O)c(-c2ccccc2)c(=O)[nH]1)C(=O)Nc1ccc(Cl)cc1 (stereo unspecified)
→ -1%, -13%, 0%

The listing continues:
The line under a structure holds: FEN1 inh, TDP1 cell CPT, N370S GC mod
Cc1ccc(C(=O)CC2(O)C(=O)N(Cc3ccc4c(c3)OCO4)c3ccccc32)cc1 (stereo unspecified)
→ -14%, u, 12%
O=C(CSc1nnnn1C1CCCCC1)NCc1cccs1
→ 11%, -21%, -11%
CC(C)(C)OC(=O)NCCC(=O)N/N=C/c1cccc2cccnc12
→ 6%, u, -1%
NC(=O)Cc1ncc(C(F)(F)F)cc1Cl
→ -8%, 1%, -11%
Cc1ccc(CN(C)c2nc(-c3cccnc3)nc3ccccc23)o1
→ -21%, u, 6%
Cc1ccc(N(CC(=O)N2CCc3ccccc32)C2=NC(=O)CS2)cc1
→ 9%, -15%, 6%
Cc1occc1-c1nnc(SCC(=O)c2ccc(F)cc2)n1Cc1ccco1
→ -11%, u, 3%
CCc1ccc(OC)c(S(=O)(=O)Nc2ccccc2C)c1
→ 0%, -21%, 8%
CCOC(=O)CSc1nnc(-c2ccncc2)o1
→ 0%, -12%, 6%
Cc1cc(C)nc(NC(=O)c2ccc(Br)cc2)n1
→ -8%, 12%, -18%
COc1ccc2cc3c(N)nn(C(=O)c4ccc(OC)c(OC)c4)c3nc2c1
→ -2%, -11%, 0%
Cc1cc(C(=O)NNC2CC(=O)N(c3ccc4ccccc4c3)C2=O)c(C)o1 (stereo unspecified)
→ -1%, 0%, 1%
CCCc1nc2oc3cc(OC)ccc3c(=O)c2c(=O)n1Cc1ccco1
→ -15%, 0%, 1%
Oc1ccc(Cl)cc1CNc1ccccn1
→ -4%, 8%, -9%
COc1ccc2c(C)cc(SCC(=O)NC3CCCCC3)nc2c1
→ 10%, -22%, x
Nc1c(-c2cccs2)cnc2c(-c3ccc(F)cc3)cnn12
→ 11%, u, u
NC(=O)c1ccc(SCC(=O)OCC(=O)NCc2cccs2)c([N+](=O)[O-])c1
→ 15%, 0%, x
COc1ccc(Cl)cc1C(=O)NNC(=O)CN1C(=O)C2CC=CCC2C1=O (stereo unspecified)
→ -1%, -5%, 0%
CN(C)C(=O)c1ccc(NC(=O)COC(=O)C2CCN(S(=O)(=O)c3ccc4c(c3)OCCO4)CC2)cc1
→ -7%, -4%, -1%
O=C(COc1ccccc1)N1CCN=C1SCc1cccc(F)c1
→ -14%, -18%, 11%
C#CC(C)(CC)NC(=O)Cn1nnc(-c2ccc(OCc3c(F)cccc3Cl)cc2)n1 (stereo unspecified)
→ -20%, u, x
CC1CC(C)CN(c2ncnc3c2cnn3-c2ccc(Cl)cc2)C1 (stereo unspecified)
→ -5%, u, 4%
COc1ccc([N+](=O)[O-])cc1NC(=S)NC(NC(=O)C(c1ccccc1)c1ccccc1)C(Cl)(Cl)Cl (stereo unspecified)
→ -18%, u, -4%
CCOC(=O)C1CCCN(C(=O)CCC(=O)Nc2ccc3nc(N4CCOCC4)cc(C)c3c2)C1 (stereo unspecified)
→ -3%, -13%, 5%
CN1CCN(C(=O)c2cc3c(s2)-c2ccccc2S(=O)(=O)C3)CC1
→ 10%, 2%, 0%
Cc1cc(C)c(OCC(=O)Nc2cccc(-c3nc4ncccc4o3)c2)c(Br)c1
→ -5%, u, x
COc1ccc(OCC(O)CN2CCOCC2)cc1 (stereo unspecified)
→ -9%, 13%, 1%
Cc1ccc(NC(=O)c2ccc(C(C)(C)C)cc2)cc1-n1cnnn1
→ 1%, u, -9%
CC(C)(C)OC(=O)NCc1ccc(CNC(=O)c2nc[nH]c2C(=O)N2CCN(c3ccccc3)CC2)cc1
→ -12%, u, x
CCn1c(NCc2ccccn2)nc2ccccc21
→ -1%, 16%, 12%
COc1ccc(/C=C/c2cc(C(F)(F)F)[nH]c(=O)n2)cc1OC
→ -10%, -6%, -4%
C/C=C/C(=O)Nc1cccc(C2=NOC3(C2)C[C@H](C(N)=O)N(C(=O)/C=C/C)C3)c1 (stereo partly specified)
→ -8%, -20%, 4%
COc1ccccc1-c1nnc(C2CCN(S(=O)(=O)c3ccc([N+](=O)[O-])cc3)CC2)o1
→ -8%, u, 2%
CCOC(=O)c1c(C)[nH]c(C(=O)OCCOc2ccccc2C)c1C
→ -4%, -21%, 4%
CC1=C(C#N)c2nc(N)c(C#N)c(C)c2/C1=C\c1ccc(OCC(=O)O)c(Cl)c1
→ u, -28%, -17%
Cc1cccc(NS(=O)(=O)c2c(C)[nH]c(C)c2C(=O)N2CCCC2)c1
→ -10%, -1%, -5%
CC(C)Cn1c(N)c(C(=O)COC(=O)c2cccc(Cl)c2)c(=O)n(C)c1=O
→ -19%, 0%, 5%

Not all compounds are listed; count on the stated rates, not on these rows.
